G9a block: inhibitors of human histone lysine methyltransferase G9a; Q96KQ7; G9a H3K9 monomethylation, AlphaScreen, 2 h; Potency, µM (doses to about 102 µM), for inactives: top-dose activity, negative = inhibition, hits mostly inhibitors; actives 8.8% (n = 350,000); AID 504332; note: % is set by controls: 0 for no effect and ±100 for the full control effect; nearly all actives have a fitted effect of over 75% in size
Target sequence (Q96KQ7 913-1193 limits assumed): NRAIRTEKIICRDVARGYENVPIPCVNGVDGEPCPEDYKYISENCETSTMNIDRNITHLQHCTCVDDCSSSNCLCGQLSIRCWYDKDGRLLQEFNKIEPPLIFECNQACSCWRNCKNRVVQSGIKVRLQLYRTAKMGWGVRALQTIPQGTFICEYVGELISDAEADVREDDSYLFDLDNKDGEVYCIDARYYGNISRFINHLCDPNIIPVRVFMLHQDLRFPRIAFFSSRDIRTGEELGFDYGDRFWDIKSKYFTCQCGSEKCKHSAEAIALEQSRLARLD
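Chemiluminescent proximity detection of H3K9 monomethylation, read after 10 min bead incubation in the dark. Reaction: 20 nM G9a, 500 nM biotin-H3K9 peptide, 20 uM SAM cofactor, 2 h, room temperature, following 15 min enzyme-compound preincubation.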
BLM helicase inh: blocks DNA unwinding by human BLM helicase. Potency, µM (titrated, usually from 56.1 µM), for the others: at the top dose activity change, negative = inhibition, actives largely listed as inhibitors. recombinant BLM DNA unwinding, fluorescence dequenching. actives 0.2% (n = 350,000). AID 2528;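 note: plate controls were vehicle for no effect and no enzyme for full effect; nearly all actives have a fitted effect of over 35% in size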
POLB inh: DNA polymerase beta (human) inhibition; P06746; Pol beta primer extension/strand displacement, fluorescence kinetic; Potency, µM (series often up to 114 µM), inactives show at the top dose activity change, negative = inhibition, actives largely listed as inhibitors; actives 1.3% (n = 340,000); AID 485314; note: % is set by controls: 0 for no effect and ±100 for the full control effect
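10 nM enzyme + cpd, 15 min RT; start with substrate 50 nM final; read 0 min and after 10 min RT. Corrected, normalized data; 4-parameter Hill curve fit.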
Apoferritin bind: binds horse apoferritin like a general anesthetic. P02791. apoferritin/1-aminoanthracene competitive binding, fluorescence. Potency, µM (doses to about 77.5 µM), without a hit: at the top dose activity change, negative = displacement, hits mostly inhibitors. actives 0.074% (n = 350,000). AID 485281; note: % is set by controls: 0 for no effect and ±100 for the full control effect; nearly all actives have a fitted effect of over 20% in size
Target sequence (P02791 2-175 limits assumed): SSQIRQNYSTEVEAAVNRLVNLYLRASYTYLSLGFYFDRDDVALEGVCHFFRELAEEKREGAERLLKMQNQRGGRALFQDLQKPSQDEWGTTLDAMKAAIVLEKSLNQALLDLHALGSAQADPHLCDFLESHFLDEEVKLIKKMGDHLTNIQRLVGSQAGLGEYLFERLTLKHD
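Horse-spleen apoferritin (10 uM) in 50% saturated 1-aminoanthracene in PBS was incubated 10 min at room temperature with compound. Fluorescence (ex 380, em 535 nm) was normalized to free and bound 1-AMA, with concentration-response fitted by a four-parameter Hill equation.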
Pol kappa inh: blocks human DNA polymerase kappa activity | Q9UBT6 | purified Pol kappa, fluorescent DNA synthesis assay, 10 min | Potency, µM (doses to about 107 µM), inactives show at the highest dose activity, negative = inhibition, hits mostly inhibitors | actives 0.53% (n = 400,000); note: % is set by controls: 0 for no effect and ±100 for the full control effect
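Activity was followed as the change in fluorescence between reads at 0 and 10 min after starting the reaction with 50 nM substrate. Beforehand, 10 nM polymerase had been preincubated with compound for 15 min at room temperature.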
APEX1 inh: APE1 (human) endonuclease inhibition; P27695; recombinant APE1, TAMRA/BHQ-2 abasic DNA cleavage fluorescence; Potency, µM (highest dose often 65.8 µM), without a hit: at the top dose activity change, negative = inhibition, most hits filed as inhibitors; actives 0.35% (n = 350,000); AID 2517;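 note: plate controls were vehicle for no effect and reference inhibitor for full effect; nearly all actives have a fitted effect of over 55% in size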
Target sequence (P27695 whole entry, looked up): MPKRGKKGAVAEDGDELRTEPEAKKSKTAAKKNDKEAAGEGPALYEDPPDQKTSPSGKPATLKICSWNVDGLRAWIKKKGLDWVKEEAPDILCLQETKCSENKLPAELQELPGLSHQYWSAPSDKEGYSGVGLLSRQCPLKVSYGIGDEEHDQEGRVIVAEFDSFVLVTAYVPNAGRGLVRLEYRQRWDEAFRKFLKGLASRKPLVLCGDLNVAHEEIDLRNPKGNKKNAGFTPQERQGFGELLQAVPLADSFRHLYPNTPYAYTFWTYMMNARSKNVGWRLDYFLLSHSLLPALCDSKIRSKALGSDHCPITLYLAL
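0.75 nM APE1 + cpd, 15 min RT; start w/ 50 nM TAMRA/BHQ-2 THF-abasic dsDNA; kinetic fluor 525/598 nm ×3 reads @60 s; Δ(read3−read1); normalized to DMSO and NSC13755 control wells.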
BAZ2B block: BAZ2B (human) inhibition. Q9UIF8. AlphaScreen BAZ2B-H3K14Ac peptide displacement. Potency, µM (series often up to 114 µM), inactives show at the top dose activity change, negative = inhibition, most hits filed as inhibitors. actives 4.4% (n = 360,000). AID 504333; note: % is set by controls: 0 for no effect and ±100 for the full control effect; nearly all actives have a fitted effect of over 60% in size
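Compounds, titrated to a top concentration of 110 uM, were incubated 30 min at room temperature with preformed BAZ2B/acetyl-K14 H3 peptide complex (50 nM each). Proximity signal was measured by AlphaScreen after 20 min with beads.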
POLH inh: inhibitors of human DNA polymerase eta; actives 1.2% (n = 390,000); recombinant Pol eta, fluorescent DNA replication assay; Potency, µM (highest dose often 114 µM), for the others: at the top dose activity change, negative = inhibition, most hits filed as inhibitors; Q9Y253; note: % is set by controls: 0 for no effect and ±100 for the full control effect
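Fluorescent replication assay: 50 nM final substrate added after a 15 min room-temperature compound preincubation with 10 nM enzyme. Signal taken at 0 min and again at 10 min.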
Pol iota inh: blocks human DNA polymerase iota activity; Q9UNA4; Potency, µM (series often up to 115 µM), for the others: at the highest dose activity, negative = inhibition, actives largely listed as inhibitors; AID 588590; Pol iota fluorescent replication assay, 10 min; actives 1% (n = 390,000)
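Pol iota at 10 nM preincubated 15 min with compounds at room temperature; reaction started with fluorescent substrate, 50 nM final. Fluorescence read kinetically at 0 and 10 min; buffer-only wells as negative control.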
Starred values were filed as active, the others as inactive; ? = inconclusive; / = no result given; [ ] = another dose, or the depositor's remark. Calls come from the whole dose curve; as a rule, active = well fitted curve in the direction sought with a large enough effect; inconclusive = small, poorly fitted or top-dose-only effect, or another doubt; inactive = no such curve, though single readings can be large; an effect the other way counts as inactive or inconclusive. Potency is the fitted concentration of half-maximal effect.

SMILES | G9a block | BLM helicase inh | POLB inh | Apoferritin bind | Pol kappa inh | APEX1 inh | BAZ2B block | POLH inh | Pol iota inh
CCCCOc1ccc(C(=O)Nc2cc(-c3cn4cccnc4n3)ccc2OC)cc1 | 12%[59 µM] | 0% | -1% | -8% | -7%[60.1 µM] | / | -2% | 5% | 11%
CCOc1ccc2nc(N3CCCC(C(=O)Nc4ccc(OC)c(Cl)c4)C3)sc2c1 (stereo unspecified) | 6%[59 µM] | -4% | 26% | -8% | 11% | / | 1% | -13% | 27%
O=C(NC(=S)Nc1ccc(Cl)cn1)C12CC3CC(CC(C3)C1)C2 | 7% | -3% | 9% | -7% | 11% | -5% | -8% | -12% | 2%
COC(=O)C(C)n1cnc2c(nnn2-c2ccc(F)cc2)c1=O (stereo unspecified) | 11% | 2% | 18% | -15% | 3% | 24% | -4% | -12% | -4%
CCN(CC(=O)Nc1cccc(OC)c1)C(=O)c1cnc(Cl)c(Cl)c1 | ? | -3% | 22% | -11% | -5% | 4% | -2% | -10% | -11%
O=C(NNC(=O)C1CCCC1)c1ccccc1F | 11% | -2% | 15% | 8% | -4% | 2% | -11% | -24% | 53%[activator]
COc1ccc(OC)c(-c2cc(C3CCN(C(=O)OC(C)(C)C)CC3)[nH]n2)c1 | ? | -10% | 6% | ? | -7% | -3% | -36% | -19% | -5%
N#CC1=C(N)N2C(=C(C#N)C13CCCC3)Nc1ccccc12 | ? | -4% | 6% | -15% | -7% | 11% | -12% | -14% | 119%[activator]
O=C(Nc1ccc(OC(F)F)cc1)c1ncc(Cl)c(Cl)c1Cl | 19% | -1% | -1% | -20% | -13% | -3% | 2% | 2% | 53%[activator]
Cc1ccc2nc(-c3ccccc3)c(CN3CCOCC3)n2c1 | 5% | -2% | 23% | -9% | -2% | -1% | -5% | 2% | 16%
O=Cc1c(NCc2ccccc2Cl)c2ccccc2[nH]c1=O | -8% | -3% | 39% | -20% | -11% | 20% | 7% | -6% | 49%[activator]
CCN(CCCNC(=O)CSc1cc(=O)n(C)c2cc(Cl)ccc12)c1ccccc1 | ? | 0% | ? | -16% | 0% | / | / | -4% | ?
CCOC(=O)c1nn(-c2ccccc2)c(C(=O)OCC)c1N | -24%[12.7 µM] | -3% | -18% | -2% | 5% | -1% | -1% | -1% | 2%
CC1C(=O)N2CCCc3cc(NC(=O)c4ccccc4F)cc1c32 (stereo unspecified) | ? | / | / | / | 2% | 33%[activator] | -7% | -15% | 26%
Cc1ccc2c(c1)c(C)cc[n+]2Cc1ccccc1 | 50µM* | 6% | 2%[57.1 µM] | -9% | 0% | 6% | 7% | -22% | 16%
CC1C(=O)OC(c2ccc(Cl)cc2)C(C)(C)C1=O (stereo unspecified) | ? | -5% | -15% | -12% | -6% | 45% | -1% | 5% | 92%[activator]
O=C(Cn1ncc2c([nH]c3ccccc32)c1=O)NCc1cccc(Cl)c1 | -8%[59 µM] | -4% | 0% | 27% | -15% | / | -6% | -6% | 8%
O=C(O)c1cc(S(=O)(=O)Nc2ccc3c(c2)OCCO3)c(Cl)cc1Cl | -50%[59 µM] | -2% | -3% | -9% | 8% | -2% | -12% | -3% | 41%[activator]
Cc1ccc(C)c(SCC(=O)OCC(=O)Nc2ncc(C(F)(F)F)cc2Cl)c1 | ? | -4% | 8% | -7% | -14% | 13% | -7% | -21% | ?
CCOc1ccc(Br)cc1S(=O)(=O)Nc1ccc(S(=O)(=O)Nc2cc(C)on2)cc1 | / | / | / | / | -9% | 2% | / | -16% | 50%[activator]
Cc1[nH][nH]c(=O)c1C(c1ccc(O)c(Br)c1)c1c(C)[nH][nH]c1=O | -13% | 0% | 11% | 4% | -26% | -7% | -4% | 0% | 51%[activator]
O=C(c1nc2nc(-c3ccccc3)cc(C(F)(F)F)n2n1)N1CCCCC1 | -50%[12.7 µM] | 2% | 2% | 1% | -7% | -3% | 0% | -9% | 20%
COc1cc(C(=O)NC2CC(=O)N(c3cccc(F)c3)C2)cc(OC)c1OC (stereo unspecified) | 12%[59 µM] | 1% | -4% | -10% | -4%[60.1 µM] | / | 3% | -2% | 35%[activator]
CC(C)[C@H](NC(=O)N1c2ccccc2NC(=O)[C@@H]1C(C)C)C(=O)N[C@@H](Cc1ccccc1)C(=O)O | -8%[12.7 µM] | 0% | -12% | -4% | 15% | -3% | -1% | -10% | 18%
COc1cccc(CNC(=O)Cn2ncn3nc(-c4cccs4)cc3c2=O)c1 | ? | 0% | 2% | 2% | -3% | / | -26% | -13% | 8%
CC[C@@H]1OC(=O)[C@H](C)[C@H](O[C@@H]2C[C@](C)(OC)[C@H](O)[C@H](C)O2)[C@H](C)[C@H](O[C@@H]2O[C@@H](C)C[C@@H](N(C)C)[C@@H]2O)[C@](C)(O)C[C@H](C)C(=NOCOCCOC)[C@H](C)[C@H](O)[C@]1(C)O | 31%[21.5 µM] | -3%[21.4 µM] | / | 5%[29.3 µM] | -6%[12 µM] | / | / | / | /
O=C(CN1CCN(S(=O)(=O)c2ccc3ccccc3c2)CC1)Nc1ccc2c(c1)CCC2 | -9%[59 µM] | -5% | 3% | 3% | 1% | 6% | -5% | -17% | -11%
O=C(C1CCOCC1)N1CCC(CO)(CCc2ccccc2)CC1 | ? | 0% | 8% | -6% | 1% | -15% | 2% | -7% | 9%
CCN(C(=O)CSc1nc(C)nc2sc(C)c(C)c12)c1ccc(F)cc1 | -7%[12.7 µM] | / | / | / | -2% | 7% | 0% | -1% | -9%
COc1ccc(/C=N/NC(=O)c2ccccc2O)cc1Cn1nnc2ccccc21 | / | -8% | 9% | -14% | -24% | 7% | -5% | -1% | -8%
COCc1cc(=O)[nH]c(SCC(=O)N2CCOCC2)n1 | 11% | -6% | 6% | -1% | 4% | 12% | -2% | -18% | 45%[activator]
O=c1[nH]c2cccnc2c2ccsc12 | -5% | -1% | -26% | 1% | 0% | -1% | 0% | -11% | 49%[activator]
COC(=O)c1[nH]c2ccc(C)cc2c1NC(=O)CCN1CCN(C2CCCCC2)CC1 | -13%[12.7 µM] | -4% | -22% | 1% | / | -8% | -1% | / | /
O=C(CNS(=O)(=O)c1ccccc1)NCc1ccco1 | 79µM* | 1% | -14% | -15% | -9% | 16% | -32% | -16% | ?
COC(=O)N/N=C/c1cccc(OCCSc2ccc(Cl)cc2)c1 | 7%[59 µM] | -7% | -1% | -15% | -5% | -8% | 6% | -26% | 59%[activator]
O=c1[nH]c2ccc(S(=O)(=O)N3CCN(Cc4ccccc4)CC3)cc2[nH]c1=O | 3% | -1% | 33% | -14% | -7% | -7% | -24% | -18% | 19%
Cc1cc(N2CCCCC2)nc2ccc(NC(=O)/C=C/c3ccccc3Cl)cc12 | ? | -10% | 0% | -12% | -5% | / | ? | -8% | -3%
COc1ccc(N2CCN(Cc3ccc(Br)s3)CC2)cc1 | 3.2µM* | -1% | 10% | 135%[activator] | 1% | ? | 18µM* | -14% | 30%
Cc1cc(C)c(C)c(S(=O)(=O)N2C(=S)NC(=O)C2C(C)C)c1C (stereo unspecified) | ? | -1% | 11% | -13% | -22% | -2% | -1% | -13% | 3%
CCCC(C(=O)NC(C)(C)C)N(Cc1ccc(F)cc1)C(=O)c1snc(C(N)=O)c1N (stereo unspecified) | 0%[0.501 µM] | -6% | -6% | -21% | -4% | 19% | -36% | -5% | 12%
Cc1ccc(S(=O)(=O)CCC(=O)OCC(=O)Nc2ncc(Cl)cc2Cl)cc1 | -29%[12.7 µM] | -6% | -11% | -16% | -6% | 12% | -8% | -8% | 14%
O=C(NC(=S)NC1CCCC1)c1ccccc1 | / | -5% | 41% | -23% | 5% | -1% | -31% | -25% | 18%
COc1ccccc1NC(=O)CSc1nc2c(oc3ccccc32)c(=O)n1Cc1ccco1 | 4%[59 µM] | -4% | 42% | -4% | 17% | / | -2% | -3% | 10%
O=C(Nc1cccc(F)c1)N1CCC2(CC1)CCN(C(=O)c1cccc(F)c1)CC2 | 0%[12.7 µM] | 3% | / | / | -8%[60.1 µM] | ? | / | / | /
O=C(CSC(=S)N1CCCC1)c1cc(Br)cc(Br)c1O | 20µM* | -11% | 50µM* | -7% | ? | 2% | 40µM* | ? | ?
CCOC(=O)CC(=O)N/N=C/c1c(N)n(C)c(=O)n(C)c1=O | 199%[activator][59 µM] | -11% | -2% | -6% | -23% | 8% | -13% | -15% | 58%[activator]
COc1ccc(C(=O)COC(=O)c2ccc(N(C)C)cc2)cc1 | 27%[12.7 µM] | -7% | 11% | -8% | 9% | 0% | -15% | -2% | 11%
CCn1nc(NC(=O)C(C)(C)C)c2cc3cccc(C)c3nc21 | 293%[activator] | -2% | -1% | -7% | -9% | 4% | 154%[activator] | -14% | 3%
COc1cc(OC)cc(C(=O)NNC(=O)c2nn(C)c(=O)c3ccccc23)c1 | / | / | / | / | -12% | 2% | / | 0% | 27%
Cc1ccc(SCC(=O)NC(=O)NCc2ccccc2)c(C)c1 | -4%[59 µM] | -3% | -2% | -9% | -3% | -3% | -3% | -18% | -11%
CNc1c([N+](=O)[O-])cnn1-c1ccc(Cl)cc1 | -1%[59 µM] | -2% | 2% | -10% | -20% | 14% | 2% | -14% | -6%

Part of the list above, as labelled records:
Cc1ccc(S(=O)(=O)CCC(=O)OCC(=O)Nc2ncc(Cl)cc2Cl)cc1
  G9a block = -29%[12.7 µM]	BLM helicase inh = -6%	POLB inh = -11%	Apoferritin bind = -16%	Pol kappa inh = -6%	APEX1 inh = 12%	BAZ2B block = -8%	POLH inh = -8%	Pol iota inh = 14%

O=C(NC(=S)NC1CCCC1)c1ccccc1
  G9a block = /	BLM helicase inh = -5%	POLB inh = 41%	Apoferritin bind = -23%	Pol kappa inh = 5%	APEX1 inh = -1%	BAZ2B block = -31%	POLH inh = -25%	Pol iota inh = 18%

COc1ccccc1NC(=O)CSc1nc2c(oc3ccccc32)c(=O)n1Cc1ccco1
  G9a block = 4%[59 µM]	BLM helicase inh = -4%	POLB inh = 42%	Apoferritin bind = -4%	Pol kappa inh = 17%	APEX1 inh = /	BAZ2B block = -2%	POLH inh = -3%	Pol iota inh = 10%

O=C(Nc1cccc(F)c1)N1CCC2(CC1)CCN(C(=O)c1cccc(F)c1)CC2
  G9a block = 0%[12.7 µM]	BLM helicase inh = 3%	POLB inh = /	Apoferritin bind = /	Pol kappa inh = -8%[60.1 µM]	APEX1 inh = ?	BAZ2B block = /	POLH inh = /	Pol iota inh = /

Some of the compounds tested; rates above refer to the full screens.
